GC-A act: GC-A stimulated cGMP production enhancers – HEK293 GC-A cells, cGMP TR-FRET, EC30 ANP, primary screen | 0% at EC30 ANP, 100% saturating ANP | 370,000 tested, 0.14% active | activation, % at 10 µM | Atrial natriuretic peptide receptor 1 (Homo sapiens), P16066; in the data active = activation above about 40%
ssDAF12 agonist: S. stercoralis DAF-12 nuclear receptor activators, primary screen, cell-based, luminescence, HEK293, GRIP1 co-expression, lit1-tk-luc. Nuclear hormone receptor DAF-12 (Strongyloides stercoralis). HEK293 ssDAF-12/GRIP1 lit1-tk-luc reporter; % of 3 µM dafachronic acid response. activation, % at 6.8 µM. 370,000 tested, 1% active;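 active = activation above the mean over all tested compounds plus 3 SD, cut at about 0.9% in these data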;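 note: 0% = DMSO-only wells and 100% = 3 µM delta7-dafachronic acid wells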
DAX1 inh-1: DAX1 (NR0B1) inhibitors on StAR promoter, primary screen, cell-based, luminescence, SF-1 (NR5A1), full-length DAX-1 | 370,000 tested, 1.1% active | HEK293T StAR-luciferase reporter, SF-1/DAX-1 repression relief | inhibition, % at 6.8 µM | AID 652010, 2013;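 active = inhibition above the mean over all tested compounds plus 3 SD, cut at about 3.6% in these data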;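 note: 0% = DAX-1 cells with DMSO and 100% = cells lacking DAX-1 with DMSO; higher inhibition means more luminescence from relief of DAX-1 repression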
sPLA2-III inh: human group III sPLA2 inhibitors, primary screen, biochemical, QFRET, BODIPY PC-A2 liposome substrate. QFRET BODIPY PC-A2 liposome hydrolysis, fluorescence. inhibition, % at 12.2 µM. 370,000 tested, 0.56% active. AID 743126, 2013;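 active = inhibition above mean plus 3 SD of compounds lying within the high and low control bounds, cut at about 19% in these data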;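 note: 0% = median of test compound wells and 100% = no enzyme DMSO wells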
Target sequence (Q9NZ20 whole entry, looked up): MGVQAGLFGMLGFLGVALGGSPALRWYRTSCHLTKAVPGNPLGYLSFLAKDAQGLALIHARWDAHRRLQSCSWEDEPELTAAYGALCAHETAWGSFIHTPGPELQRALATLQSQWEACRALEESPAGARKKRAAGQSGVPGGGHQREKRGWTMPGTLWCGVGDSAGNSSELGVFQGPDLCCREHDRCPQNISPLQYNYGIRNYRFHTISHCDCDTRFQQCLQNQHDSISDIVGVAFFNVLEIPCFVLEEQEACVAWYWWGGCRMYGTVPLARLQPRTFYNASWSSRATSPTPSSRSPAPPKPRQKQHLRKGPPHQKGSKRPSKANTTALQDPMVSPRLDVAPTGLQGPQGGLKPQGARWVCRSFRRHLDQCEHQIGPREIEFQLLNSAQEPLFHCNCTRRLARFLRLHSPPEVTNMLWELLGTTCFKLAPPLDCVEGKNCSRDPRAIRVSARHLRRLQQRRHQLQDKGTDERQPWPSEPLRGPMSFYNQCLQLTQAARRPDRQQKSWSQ
GC-B act: human GC-B receptor activators, primary screen, HEK293 GC-B cells, cGMP TR-FRET, EC30 CNP; 0% at EC30 CNP, 100% saturating CNP; activation, % at 10 µM; 370,000 tested, 0.11% active; AID 1920062, 2024;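 active = activation at 10 µM reaching about 35% in either raw or pattern-adjusted values, limit read from the data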
ADAM10 inh: human ADAM10 inhibitors, primary screen, biochemical, QFRET, HTS | inhibition, % at 7 µM | recombinant ADAM10, EDANS/DABCYL FRET peptide cleavage, 3 h | Disintegrin and metalloproteinase domain-containing protein 10 (Homo sapiens), O14672 | AID 720582, 2013 | 370,000 tested, 0.62% active;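 active = inhibition above a per-campaign cutoff equal to the mean of compounds falling between control-based bounds plus 3 SD, cut at about 20% in these data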;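 note: 0% = DMSO wells while the 100% control is not disclosed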
Target sequence (O14672 214-748 limits assumed): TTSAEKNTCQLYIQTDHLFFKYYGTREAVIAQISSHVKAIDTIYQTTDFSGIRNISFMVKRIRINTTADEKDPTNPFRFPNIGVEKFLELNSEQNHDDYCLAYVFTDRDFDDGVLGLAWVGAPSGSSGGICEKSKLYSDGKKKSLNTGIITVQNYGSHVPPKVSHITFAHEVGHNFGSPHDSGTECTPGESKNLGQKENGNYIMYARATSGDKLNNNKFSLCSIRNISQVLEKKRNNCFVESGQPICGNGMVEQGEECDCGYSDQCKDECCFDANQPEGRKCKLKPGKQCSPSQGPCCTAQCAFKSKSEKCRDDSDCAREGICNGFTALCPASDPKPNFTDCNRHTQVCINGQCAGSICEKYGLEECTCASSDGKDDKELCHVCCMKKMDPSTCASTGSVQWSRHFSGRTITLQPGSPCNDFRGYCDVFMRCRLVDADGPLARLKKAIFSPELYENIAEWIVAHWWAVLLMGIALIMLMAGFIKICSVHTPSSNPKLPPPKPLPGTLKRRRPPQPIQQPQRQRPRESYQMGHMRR
hcDAF12 agonist: H. contortus DAF-12 nuclear receptor activators, primary screen, cell-based, luminescence, HEK293, lit1-tk-luc reporter; HEK293 hcDAF-12 lit1-tk-luc reporter; 0% DMSO, 100% Δ7-dafachronic acid; activation, % at 6.8 µM; 370,000 tested, 1.4% active;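 active = activation above the mean of all tested compounds plus 3 SD, cut at about 5.5% in these data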;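 note: 100% = response to 3 µM Δ7-dafachronic acid high control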
FXN GAA850 act: FXN promoter activators, primary screen, cell-based, luciferase luminescence, HEK293 lucGAA850 | HEK293 lucGAA850 FXN promoter luciferase reporter, 24 h; percent of 10 µM SAHA response | activation, % at 6 µM | 360,000 tested, 0.56% active | AID 540364, 2011;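 active = activation above the average of all compounds screened plus 3 SD, cutoff fixed separately per campaign, cut at about 7.5% in these data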;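 note: 0% = DMSO wells and 100% = 10 µM SAHA wells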
hgDAF12 agonist: H. glycines DAF-12 receptor agonists, primary screen, cell-based, luminescence, HEK293, GAL4 fusion, UAS-luciferase. Nuclear hormone receptor DAF-12 (Heterodera glycines), GAL4 fusion. HEK293 GAL4-hgDAF12 UAS-luciferase reporter, agonist luminescence; normalized to butyrate control. activation, % at 6.8 µM. 370,000 tested, 1.8% active. AID 687014, 2013;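 active = activation above a cutoff set at the mean of all screened compounds plus 3 SD, cut at about 10% in these data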;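 note: 0% = DMSO wells and 100% = sodium butyrate wells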
DAX1 inh-2: DAX1 (NR0B1) inhibitors, primary screen, cell-based, HEK293, Gal4-DAX1, luciferase luminescence. inhibition, % at 6.75 µM. 340,000 tested, 0.99% active. AID 504766, 2011. HEK293 Gal4-DAX1 luciferase reporter;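 active = inhibition above the mean over all tested compounds plus 3 SD, cut at about 4.2% in these data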;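 note: 0% = DAX1-transfected cells with DMSO and 100% = empty-vector control cells with DMSO; inhibition shows as a rise in luminescence from relieved DAX1 repression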
SMARCA2 act: SMARCA2 (BRM) function activators, primary screen, cell-based, luminescence, high throughput | MG213 cells, MMTV-luciferase reporter, dexamethasone, overnight | activation, % at 9.1 µM | 370,000 tested, 1% active; in the data active = activation above about 7.8%;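 note: 0% = vehicle wells and 100% = reference activator wells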
Active calls of the source: *; . = not tested or not shown.

SMILES | GC-A act | ssDAF12 agonist | DAX1 inh-1 | sPLA2-III inh | GC-B act | ADAM10 inh | hcDAF12 agonist | FXN GAA850 act | hgDAF12 agonist | DAX1 inh-2 | SMARCA2 act
COc1ccc(NC(=O)CS(=O)(=O)c2ccc(C)cc2)c(OC)c1 | 4 | -1.5 | -0.8 | 6 | -3 | -3 | -1.7 | 1.7 | 2.8 | -1.6 | -2
CCOc1ccc(NC(=O)CN(C)C(=O)C2CCN(C(=O)Nc3ccccc3)CC2)cc1OCC | -1 | -1.5 | 1.6 | 2 | 0 | -7 | -0.1 | -1.8 | -0.1 | -0.8 | 5
COC(=O)Nc1nnc(CCc2ccccc2)s1 | 0 | -1.0 | 0.4 | 3 | -1 | 3 | -2.3 | -0.9 | 0.3 | 1.5 | 1
Cc1ccc(C)c(N2CCN(C(=O)CN(C)S(=O)(=O)c3cnc[nH]3)CC2)c1 | -7 | -0.5 | -0.5 | -6 | 5 | 5 | -0.4 | -0.6 | -1.2 | 1.3 | 0
CCN(CC(=O)NC1CC1)S(=O)(=O)c1ccc(OC)cc1 | 0 | -0.9 | 1.1 | 3 | 2 | -5 | -1.4 | -1.0 | 1.3 | 0.1 | -2
CCC(C)c1ccc(N(CC(=O)NC(C)(C)C)C(=O)CNC(=O)c2cccs2)cc1 (stereo not given) | 0 | -0.5 | -0.4 | -6 | 1 | 1 | -2.5 | 1.7 | 4.1 | -1.4 | -2
COc1ccc(N(CC(=O)NC2CCCCCC2)S(=O)(=O)c2ccc(C)cc2)cc1OC | -1 | -0.7 | -0.4 | 0 | 6 | 1 | 0.8 | 1.7 | -0.1 | 0.9 | 0
CCCC(C(=O)NC1CCCC1)N(CC1CCCO1)C(=O)CNS(=O)(=O)c1ccccc1 (stereo not given) | -6 | -1.4 | -0.1 | -2 | -1 | -1 | -2.1 | 0.1 | -2.1 | -0.9 | -2
CCCCCCn1c(N2CCC(C(N)=O)CC2)nc2c1c(=O)n(C)c(=O)n2C | -1 | -1.1 | -0.4 | -1 | -2 | 3 | -1.3 | -0.2 | -1.8 | 0.3 | 1
Cc1cc(C)c(C(N)=O)c(NCCc2ccccc2)n1 | 0 | -1.7 | 0.0 | 6 | 1 | -73 | -1.2 | -3.0 | -0.8 | -0.4 | -5
COc1ccc(CNC(=O)COc2cccnc2[N+](=O)[O-])cc1OC | 3 | -1.4 | 0.2 | 15 | 6 | -5 | -1.1 | 2.5 | -1.1 | -0.4 | -2
CC(C)(CNS(C)(=O)=O)SCc1ccc(Cl)cc1 | 2 | -0.6 | 0.0 | 4 | -1 | -11 | -2.0 | 2.1 | -2.6 | 0.6 | -2
Cc1ccccc1Nc1nnc(SCC(=O)c2ccc(O)cc2O)s1 | -6 | -1.2 | 0.9 | -58 | -7 | 9 | 0.2 | 1.7 | 0.7 | -1.4 | 0
O=C1/C(=C\c2ccc(Br)cc2)SC(=S)N1NS(=O)(=O)c1ccccc1 | -2 | -0.2 | 0.3 | 13 | -3 | 11 | -1.4 | 0.0 | 1.1 | 1.1 | -1
COc1cc2nc(SCC(=O)c3ccc(Br)cc3)n3nc(C)nc3c2cc1OC | 1 | -1.4 | 0.2 | -8 | 3 | 2 | -0.8 | 1.2 | -0.8 | 1.4 | 1
Cc1c(Cl)c(-c2n[nH]c(=S)n2-c2ccc(F)cc2)nn1C | 12 | -0.8 | 0.1 | 10 | 5 | 4 | -0.1 | 0.5 | 1.7 | -0.1 | 4
CCOC(=O)c1[nH]c2ccccc2c1NC(=O)CCN1CCN(C(=O)OCC)CC1 | -4 | -1.3 | -0.5 | 1 | -4 | -16 | -1.9 | 2.2 | -2.3 | 1.1 | -2
CCN(CC)C1=N/C(=C\c2ccco2)C(=O)N1c1ccccc1 | -4 | -1.1 | -0.9 | -8 | 0 | -17 | -1.0 | 2.4 | -2.7 | 1.0 | -2
CCOc1ccc(CCNC(=O)c2nnc(Cc3ccc(F)cc3)o2)cc1OCC | 2 | -1.0 | -1.0 | -4 | 1 | -7 | 0.7 | 0.0 | -3.8 | 0.5 | -1
CCOc1cc(C2C(C(=O)OCC(C)C)=C(C)N=C3SCCC(=O)N32)ccc1OC(C)=O (stereo not given) | -2 | -1.4 | -0.4 | -13 | 0 | -5 | -1.0 | -0.3 | -1.7 | -1.1 | -2
C[C@H](CO)N1C[C@H](C)[C@@H](CN(C)S(=O)(=O)c2cccs2)Oc2c(NC(=O)c3ccncc3)cccc2C1=O | 4 | -1.3 | -0.4 | -1 | 2 | -4 | -0.2 | -0.9 | 1.2 | 0.1 | 0
CCOc1ccccc1CNC(=O)C1Cc2cc(S(=O)(=O)N3CCCCC3)ccc2N1C(C)=O (stereo not given) | -3 | -1.3 | -0.2 | -6 | 0 | 5 | 0.6 | 0.4 | 0.1 | -0.1 | -3
Cc1ccc(N(CC(=O)NC2CCCC2)C(=O)CCCC(=O)Nc2ccccn2)cc1C | -6 | -1.3 | -0.3 | 1 | 1 | 3 | -1.7 | -0.7 | 0.1 | -0.9 | 1
CCn1c(O)c(N=NC(=S)NCC2CCCO2)c2ccccc21 (stereo not given) | -4 | -1.5 | -1.0 | 0 | 3 | 7 | -0.8 | 0.1 | -1.7 | 0.2 | 2

Random excerpt: 2 entries already listed.
SMILES | GC-A act | ssDAF12 agonist | DAX1 inh-1 | sPLA2-III inh | GC-B act | ADAM10 inh | hcDAF12 agonist | FXN GAA850 act | hgDAF12 agonist | DAX1 inh-2 | SMARCA2 act
C[C@H](CO)N1C[C@H](C)[C@@H](CN(C)S(=O)(=O)c2cccs2)Oc2c(NC(=O)c3ccncc3)cccc2C1=O | 4 | -1.3 | -0.4 | -1 | 2 | -4 | -0.2 | -0.9 | 1.2 | 0.1 | 0
Cc1c(Cl)c(-c2n[nH]c(=S)n2-c2ccc(F)cc2)nn1C | 12 | -0.8 | 0.1 | 10 | 5 | 4 | -0.1 | 0.5 | 1.7 | -0.1 | 4

The listing continues:
SMILES | GC-A act | ssDAF12 agonist | DAX1 inh-1 | sPLA2-III inh | GC-B act | ADAM10 inh | hcDAF12 agonist | FXN GAA850 act | hgDAF12 agonist | DAX1 inh-2 | SMARCA2 act
N#Cc1c(-c2ccccc2)cc(C2CC2)nc1SCC(=O)O | 0 | -0.4 | 0.0 | -2 | -6 | -5 | 0.4 | 1.8 | -0.1 | -0.9 | 2
ONC(=Nc1ccccc1Cl)c1ccccc1Cl | 2 | -0.3 | 0.0 | 9 | 2 | 1 | -0.6 | 2.2 | -0.6 | -0.6 | -5
Cc1ccc(CNC(=O)CCNC(=O)N2CCn3c2nc2ccccc23)cc1 | -3 | -1.1 | -0.1 | 1 | 1 | 0 | -1.1 | -0.8 | 1.4 | 0.0 | 0
c1ccc2c(Nc3ccc4c(c3)OCCO4)c3c(nc2c1)CCC3 | 5 | -2.2 | -0.8 | 0 | -1 | 10 | -3.0 | -2.6 | 0.0 | 1.5 | 0
CC1CCCCC12NC(=O)N(CC(=O)Nc1sccc1C(N)=O)C2=O (stereo not given) | -4 | -1.0 | -1.1 | 13 | -5 | -24 | -0.7 | 0.8 | 0.0 | -0.3 | -3
COc1ccccc1C(=O)N1CCN(c2nc3cc(C)cc(C)c3cc2C#N)CC1 | 0 | -0.8 | -3.3 | -19 | 1 | -227 | -2.3 | -0.2 | -2.6 | -0.5 | 0
CC(=O)Oc1ccc(C(=O)Nc2cccc(C(=O)NC(C)(C)C)c2)cc1 | 3 | -0.7 | -0.4 | -8 | 4 | 6 | -0.2 | 2.7 | -0.9 | -0.3 | 2
CC(C)=CCCC(C)CN1CCC(n2nccc2NC(=O)C2CCCC2)CC1 (stereo not given) | -2 | -0.9 | 0.6 | -3 | -9 | 5 | 0.7 | -1.6 | 5.7 | 0.6 | -1
Cc1ccccc1N1OC2C(=O)N(c3ccc(F)cc3)C(=O)C2C1c1ccccn1 (stereo not given) | 0 | -1.6 | 0.1 | -9 | -5 | 1 | -0.7 | 0.7 | -1.2 | 1.7 | -1
CCN(CC)CCCn1c2c(c(SCC(=O)Nc3nccs3)nc1=O)CCC2 | 3 | -1.4 | 1.3 | -3 | 3 | -4 | -0.6 | 0.1 | 1.4 | 1.9 | -1
O=C(COc1ccccc1Cl)NC(=S)N1CCc2ccccc21 | 3 | -1.2 | 1.0 | 12 | 2 | 6 | 5.9* | 1.3 | 2.0 | -0.2 | 5
COc1cc2c(cc1OC)CN1CCc3cc(OC)c(OC)cc3C1C2 (stereo not given) | 3 | -0.8 | -0.6 | 4 | -8 | -90 | -0.6 | -1.3 | 1.0 | . | 3
CC(C)(C)c1ccc(-c2nnc(SCC(=O)Nc3ccccc3-c3ccccc3)n2Cc2ccco2)cc1 | -1 | -2.0 | -0.3 | -7 | 10 | 17 | -1.2 | . | -2.4 | . | -5
CC1CC2=C(CC1/C=N/NC(N)=S)C(C)(C)CCC2 (stereo not given) | . | -1.1 | -1.4 | -2 | . | 9 | -1.7 | -3.0 | 7.5 | -1.5 | -3
O=C(OCC#CCSc1nnc(-c2ccc(F)cc2)o1)c1ccc(F)cc1 | 4 | -0.5 | . | 3 | -3 | 14 | -1.6 | . | 3.1 | . | .
O=C(c1ccc(Cl)cc1)[C@@H]1[C@@H]2C(=O)N(c3ccc(Cl)cc3)C(=O)[C@@H]2C2c3ccccc3C=NN21 (stereo not given in full) | -1 | -0.8 | -0.3 | 8 | -5 | 1 | -1.5 | -1.9 | 1.8 | -0.2 | -1
COc1ccccc1NC(=O)N(C)C[C@@H]1OCc2cnnn2CCCC(=O)N([C@@H](C)CO)C[C@H]1C | 2 | -1.4 | 0.7 | 3 | -1 | -1 | 2.9 | -1.5 | 0.9 | 0.8 | -5
CCc1nnc(SCC(=O)NC2CCCCC2)nc1CC | -3 | -0.7 | -0.5 | 1 | 4 | -2 | -0.9 | 0.7 | -1.7 | 2.4 | 1
COc1ccc(Oc2nc3c(c(=O)n(C)c(=O)n3C)n2C)cc1 | 0 | -0.9 | -0.3 | 0 | 0 | 3 | -0.8 | -3.7 | 5.4 | 0.6 | -1
O=C(N/N=C/c1ccc2ncccc2c1)c1ccco1 | 1 | 0.9 | 4.2* | 2 | -8 | 6 | 4.6 | 3.2 | 8.0 | -1.9 | 3
O=C(Nc1ccc(Cl)c(Cl)c1)N1CCSCC1 | 1 | -0.7 | 0.0 | 1 | 4 | 3 | -0.5 | -1.0 | -0.2 | 0.2 | 4
C/C(CC(=O)Nc1cccc(Cl)c1C)=N\NC(=O)Cc1csc(N)n1 | 4 | -0.9 | 0.3 | -7 | 2 | 6 | -0.2 | 2.0 | -0.9 | -0.9 | -2
